procasp3 activ – activators of human procaspase-3 D3A mutant, primary screen, biochemical, absorbance, PC-3 D3A mutant, single concentration; activation, % at 8.5 µM; 0.11% of 330,000 active; recombinant procaspase-3 D3A, Ac-DEVD-pNA absorbance 405 nm; Caspase-3 (Homo sapiens), P42574;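 active = activation above the mean of all tested compounds plus 3 SD, cut at about 21% in these data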;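 note: 0% = DMSO alone and 100% = DMSO wells spiked with extra 5 µM PC-3 D3A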
Target sequence (P42574 whole entry D9A/D28A/D175A): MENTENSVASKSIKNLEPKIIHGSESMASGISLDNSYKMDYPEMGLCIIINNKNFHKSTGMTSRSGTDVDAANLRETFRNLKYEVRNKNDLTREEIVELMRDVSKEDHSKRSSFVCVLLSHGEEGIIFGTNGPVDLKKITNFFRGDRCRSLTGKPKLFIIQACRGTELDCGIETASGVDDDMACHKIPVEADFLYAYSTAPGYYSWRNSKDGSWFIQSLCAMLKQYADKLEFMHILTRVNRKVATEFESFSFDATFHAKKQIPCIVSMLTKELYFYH
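Assay system – Procaspase-3 D3A mutant, all three cleavage aspartates alanine · Controls – DMSO-only low control, 5 µM PC-3 D3A high control · Schedule – 1 h compound preincubation, 2 h substrate hydrolysis at 25 °C · Signal – 405 nm absorbance of p-nitroaniline, reads at 0 and 120 min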
procasp7 counter – procaspase-7 activators, primary screen, counter-screen for procaspase-3 activator project, biochemical, absorbance, HTS, human; recombinant procaspase-7, Ac-DEVD-pNA absorbance 405 nm; D23A/D198A/D206A triple mutant, cannot self-cleave; scale: DMSO 0, 5 µM enzyme 100; activation, % at 8.5 µM; 0.093% of 330,000 active; AID 463210, 2010;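 active = percent activation above the screen-wide mean plus 3 SD, cut at about 25% in these data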
Target sequence (P55210 whole entry D23A/D198A/D206A): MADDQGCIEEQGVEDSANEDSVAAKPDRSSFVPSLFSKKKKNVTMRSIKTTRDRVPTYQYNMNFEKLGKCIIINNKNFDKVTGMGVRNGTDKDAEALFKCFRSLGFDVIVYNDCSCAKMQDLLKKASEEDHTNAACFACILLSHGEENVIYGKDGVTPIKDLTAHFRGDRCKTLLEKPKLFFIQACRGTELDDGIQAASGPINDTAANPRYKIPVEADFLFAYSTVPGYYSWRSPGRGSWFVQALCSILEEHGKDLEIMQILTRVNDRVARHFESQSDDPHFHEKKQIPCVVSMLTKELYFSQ
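Detection: p-Nitroaniline absorbance at 405 nm, read at 0 and 120 min; system: Uncleavable procaspase-7 mutant enzyme; evaluation: % activation from two-timepoint absorbance difference, scaled to controls; times: 1 h enzyme–compound preincubation and 2 h substrate reaction, both 25 °C; buffer or medium: Zinc-free HEPES pH 7.4 with 300 mM NaCl, 0.01% Triton X-100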
HCV core dimer – inhibitors of HCV core protein dimerization, primary screen, biochemical, TR-FRET, high-throughput; TR-FRET GST/Flag-core106 dimerization, 1536-well; inhibition, % at 5 µM; 0.33% of 300,000 active; AID 1899, 2009;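 active = inhibition above the mean of all tested compounds plus 3 SD, set per screening campaign, cut at about 45% in these data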
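Assay system – GST-tagged and Flag-tagged HCV core protein residues 1-106 · Quantity – core106 proteins, GST 13.5 nM and Flag 17 nM · Benchmarks – unlabelled core106 and no-GST-core106 wells · Read-out basis – percent inhibition of core106 dimerization signal · Detection – time-resolved FRET, ex 340 nm, em 617 and 671 nm · Schedule – 4 h at 22.5 °C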
JMJD2C inh – inhibitors of GASC-1 histone demethylase, primary screen, biochemical, fluorescence, DELFIA europium. GST-JMJD2C(1-420) H3K9me3 demethylation. inhibition, % at 2.35 µM. 0.069% of 330,000 active. AID 2099, 2009;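 active = more than half of a compound's replicate wells show inhibition beyond 50%, single wells judged on their own value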;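 note: signal counts dimethyl H3K9 product captured on neutravidin plate; 0% = median of DMSO wells and 100% = 0.3 times that DMSO median; strong numbers were not always called active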
PP1 inh – PP1-alpha phosphatase inhibitors, primary screen, counter-screen for PP5 inhibitor project, biochemical, fluorescence, OMFP substrate, single point | purified PP1alpha | 0.9% of 320,000 active | Serine/threonine-protein phosphatase PP1-alpha catalytic subunit (Homo sapiens), P62136 | inhibition, % at 6.7 µM;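 active = inhibition above the mean inhibition of all tested compounds plus 3 SD, computed separately for each screening campaign, cut at about 15% in these data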
Target sequence (P62136 whole entry, looked up): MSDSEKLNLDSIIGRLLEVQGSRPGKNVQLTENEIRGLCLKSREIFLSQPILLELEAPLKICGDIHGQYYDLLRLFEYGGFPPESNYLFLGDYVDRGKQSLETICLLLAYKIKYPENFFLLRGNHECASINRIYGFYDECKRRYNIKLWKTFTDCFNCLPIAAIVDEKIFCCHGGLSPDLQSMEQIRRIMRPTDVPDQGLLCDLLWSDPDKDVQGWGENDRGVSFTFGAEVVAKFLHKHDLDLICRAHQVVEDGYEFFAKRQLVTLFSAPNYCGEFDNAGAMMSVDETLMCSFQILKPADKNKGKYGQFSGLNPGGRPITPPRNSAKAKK
PP5 primary – PP5 phosphatase inhibitors, primary screen, biochemical, fluorescence; Serine/threonine-protein phosphatase 5 (Homo sapiens), P53041; purified PP5c, OMFP substrate fluorescence; inhibition, % at 6.7 µM; 0.18% of 320,000 active;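 active = inhibition above the campaign's mean inhibition across all tested compounds plus 3 SD, cut at about 9.5% in these data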;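 note: 0% = DMSO only and 100% = 100 µM cantharidin control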
Efflux pump mplx – inhibitors of Candida efflux pumps in yeast, primary screen, S. cerevisiae, Nile Red, multiplex. inhibition, % at 10 µM. 0.44% of 330,000 active. S. cerevisiae Candida pump triplex. AID 485275, 2010;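 active = plate passing quality check with inhibition over a set limit, or well fluorescence over plate mean plus 4 SD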;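 note: Nile Red retained in pooled yeast measured as flow cytometry median fluorescence; 0% = buffer negative control and 100% = Enniatin B positive control; higher means more Nile Red kept so more efflux inhibition; some compounds called inactive have numbers as strong as hits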
CTSL1 counter – Fasciola hepatica cathepsin L1 inhibitors, primary screen, counter-screen for PFM18AAP inhibitor project, biochemical, QFRET, fluorogenic peptide substrate. recombinant F. hepatica cathepsin L1, Z-Leu-Arg-MCA fluorescence. inhibition, % at 5.96 µM. 0.49% of 300,000 active. AID 1906, 2009;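 active = inhibition above the mean of all tested compounds plus 3 SD, set per screening campaign, cut at about 17% in these data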;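 note: 0% = plate median of test compound wells and 100% = 1 µM Z-Phe-Ala-diazomethylketone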
TPT1 inh – Candida albicans TPT1 enzyme inhibitors, primary screen, biochemical, fluorescence polarization; tRNA 2'-phosphotransferase TPT1 (Candida albicans SC5314); recombinant caTPT1, FP RNA substrate dephosphorylation; inhibition, % at 5 µM; 0.81% of 300,000 active; AID 1962, 2009;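 active = inhibition above the mean of all tested compounds plus 3 SD, set per screening campaign, cut at about 24% in these data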;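 note: plate controls were DMSO alone for no effect and ferristatin control at 100 nM for full effect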
Active calls of the source: *; · = no result given. Compounds as they come; overall some 2.9% were active at least once.

SMILES	procasp3 activ	procasp7 counter	HCV core dimer	JMJD2C inh	PP1 inh	PP5 primary	Efflux pump mplx	CTSL1 counter	TPT1 inh
COc1ccc(-c2nc(CCNC(=O)c3ccc(Br)o3)cs2)cc1	-3.3	10.5	-2.1	-13.2	0.8	5.0	0.2	0.2	1.1
COC(=O)c1ccc(NC(=S)NN2CCOCC2)cc1	-11.1	-2.9	-1.0	2.3	-2.3	0.2	0.0	0.3	-0.1
Cc1ccc(NC(=S)N(CCN(C)C)C(C)c2cccnc2)cc1 (stereo unspecified)	0.8	8.1	2.9	6.5	-8.2	0.4	-0.1	0.7	-0.9
Cc1ccc(NC(=O)CCN2CCC(C)CC2)cc1	1.8	5.9	-9.3	8.2	-4.7	4.6	0.1	2.7	0.6
CC(C)(C)c1n[nH]c2c1CCCC2	8.2	-7.5	-10.2	0.2	-3.2	-0.8	-0.6	3.6	0.0
NC(=O)C1CCN(C(=O)CCc2nc3ccccc3c(=O)[nH]2)CC1	5.3	2.1	-1.1	3.8	-1.0	-4.2	0.0	1.9	-1.1
Cc1ccc(-c2nc(SC(C)C(=O)c3c(N)n(C)c(=O)n(C)c3=O)n[nH]2)cc1 (stereo unspecified)	-5.9	-8.6	2.7	-5.9	2.2	-0.3	0.1	5.7	4.0
O=C(Nc1cccnc1)c1cccc(S(=O)(=O)N2CCCC2)c1	4.1	0.8	2.1	3.1	1.0	-0.1	0.0	-1.3	0.5
Cc1ccc(S(=O)(=O)NC(CC(=O)N2CCOCC2)c2ccco2)cc1 (stereo unspecified)	-5.5	-6.7	-3.6	0.0	-0.2	2.4	0.5	0.2	1.3
Cc1ccc(/C=C(/NC(=O)c2ccccc2)C(=O)NC(Cc2c[nH]c3ccccc23)C(=O)O)cc1 (stereo unspecified)	1.4	6.7	6.2	12.4	0.4	-1.0	0.0	-1.4	6.0
CCOCCn1cnc2sc(C(=O)NCC(=O)OCC)c(C)c2c1=O	2.0	-0.6	-2.0	30.3	-2.3	3.1	0.0	-2.3	-3.6
COc1ccc(OCCN2C(=O)NC3(CCc4ccccc4C3)C2=O)cc1 (stereo unspecified)	9.5	3.0	-3.2	0.8	-0.5	-0.4	0.1	3.8	-1.4
c1ccc2c(c1)CC1(CCCCC1)n1nnnc1-2	2.7	6.5	-8.7	-6.0	1.2	1.8	0.0	-4.3	0.0
CCOC(=O)c1c(NC(=O)C2(C)Cc3ccccc3C(=O)O2)sc2c1CCCC2 (stereo unspecified)	-8.8	-9.7	9.8	-9.8	4.7	3.3	0.1	3.0	0.6
Cc1nnc(-c2cccc(C(F)(F)F)c2)nc1N1CCOCC1	4.9	9.6	0.0	-5.0	-1.6	0.6	-0.1	2.4	-1.3
COCCCN(C(=O)Cc1csc(-c2cccc(Cl)c2)n1)c1c(N)n(Cc2ccccc2)c(=O)[nH]c1=O	-3.6	2.9	1.9	9.2	-0.3	-1.3	0.0	-1.5	-0.5
Cc1cccc(OCC(=O)Nc2nnc(S(=O)(=O)N3CCC(C)CC3)s2)c1	0.8	-2.5	13.1	1.2	3.5	-3.3	0.1	-1.0	-1.6
N#C/C(C(=O)N1CCCC1)=C1/N=C(N)c2ccccc21	1.2	-0.9	-8.5	-5.4	1.4	2.3	0.1	0.6	-0.5
COc1cccc(N2C(=O)CC(NNC(=O)c3cccs3)C2=O)c1 (stereo unspecified)	4.7	-18.8	-7.5	8.9	-3.3	0.7	-0.1	5.0	0.4
Cc1ccc(N(CC(=O)NC2CCCCC2)C(=O)Cn2nnc(-c3ccc(C)o3)n2)cc1	5.8	5.5	5.2	8.2	-5.8	1.2	0.0	0.2	-0.2
NC1=NC(=O)/C(=C\c2cc([N+](=O)[O-])ccc2Cl)S1	10.1	8.0	5.9	-19.7	-2.1	-1.8	-0.1	-1.5	-1.0
C=CCN=C1N[C@@H](c2cccc(C(F)(F)F)c2)C(C(=O)OC)=C(C)N1CC	-0.8	-2.7	-2.9	-11.3	-5.5	-1.9	0.1	2.7	-2.3
Cc1csc(NC(=O)c2ccncc2)n1	-8.0	-14.6	25.1	0.2	10.2	0.9	-0.4	1.9	8.9
Cc1cccc(C)c1NC(=O)CN(C)C(=O)CSC(=S)N1CCCC1	-2.8	4.5	-1.4	10.7	-1.6	-2.2	0.2	4.8	2.1
CC(=O)C1=C(O)C(=O)N(Cc2ccccc2)C1c1ccc(F)cc1 (stereo unspecified)	0.7	6.5	3.1	-1.8	2.2	2.3	0.0	0.7	-0.2

Pulled by compound from the entries so far:
SMILES	procasp3 activ	procasp7 counter	HCV core dimer	JMJD2C inh	PP1 inh	PP5 primary	Efflux pump mplx	CTSL1 counter	TPT1 inh
Cc1nnc(-c2cccc(C(F)(F)F)c2)nc1N1CCOCC1	4.9	9.6	0.0	-5.0	-1.6	0.6	-0.1	2.4	-1.3
Cc1ccc(NC(=O)CCN2CCC(C)CC2)cc1	1.8	5.9	-9.3	8.2	-4.7	4.6	0.1	2.7	0.6
Cc1ccc(N(CC(=O)NC2CCCCC2)C(=O)Cn2nnc(-c3ccc(C)o3)n2)cc1	5.8	5.5	5.2	8.2	-5.8	1.2	0.0	0.2	-0.2
Cc1cccc(C)c1NC(=O)CN(C)C(=O)CSC(=S)N1CCCC1	-2.8	4.5	-1.4	10.7	-1.6	-2.2	0.2	4.8	2.1

Next part.
SMILES	procasp3 activ	procasp7 counter	HCV core dimer	JMJD2C inh	PP1 inh	PP5 primary	Efflux pump mplx	CTSL1 counter	TPT1 inh
C[N+]1(CCCCCCC(=O)/C=N/O)CCCCCC1	-2.4	-2.2	-5.7	7.5	-5.1	3.2	0.1	-0.6	-0.3
CCOc1cc(C2C(C#N)=C(N)Oc3n[nH]c(-c4ccccc4)c32)ccc1O (stereo unspecified)	3.1	16.6	-4.7	-15.4	2.1	5.1	0.0	-0.6	-0.4
O=C(O)c1cccnc1SCc1cn2cc(Br)ccc2n1	3.9	-4.9	-0.9	-12.4	-3.9	-0.6	-0.4	4.1	-1.6
COc1ccc(NC(=O)c2cc(-c3ccccn3)nc3ccccc23)cc1S(=O)(=O)N(C)C	3.3	-0.1	·	-4.6	1.7	0.4	0.0	·	·
Cc1cccnc1NC(=S)Nc1ccc(Cl)c(Cl)c1	-0.1	-6.7	3.7	-10.5	-6.2	0.5	0.1	1.5	-2.9
CC1CCCCN1C(=O)CN(C)S(=O)(=O)c1cccc2nsnc12 (stereo unspecified)	4.3	0.5	-5.5	-37.0	-5.2	0.1	0.1	1.8	-3.3
COc1ccc(NC(=S)N2CCc3cc(OC)c(OC)cc3C2)cc1	-7.2	-10.6	-5.9	0.0	7.0	0.9	-0.1	6.5	-1.7
O=C(O)CN1C(=O)c2ccc(Oc3ccc([N+](=O)[O-])cc3)cc2C1=O	-1.1	-3.5	0.7	-16.2	3.2	-1.9	0.1	6.0	-0.7
Cc1ccc(C)c(OCC(=O)Nc2c(C)n(C)n(-c3ccccc3)c2=O)c1	-7.0	-0.1	·	-2.0	-2.2	1.9	-0.2	·	·
O=C(Cn1c(=O)oc2cc(S(=O)(=O)N3CCc4ccccc43)ccc21)NC1CCCC1	-1.7	-2.0	10.1	2.8	-6.6	2.9	-0.3	0.2	-0.5
COC(=O)c1ccc(NC(=O)CC(=O)Nc2ccc(C(=O)OC)cc2)cc1	8.7	-8.2	-5.2	-11.9	-1.4	2.7	0.0	-1.5	-0.8
CC(=O)Nc1cccc(C(=O)Nc2ccccc2N2CCOCC2)c1	-1.9	-4.9	5.8	12.0	3.2	0.9	0.3	-5.2	1.5
Cn1c(N/N=C/c2cccs2)nc2c1c(=O)n(Cc1ccccc1)c(=O)n2C	-2.6	-4.8	-3.7	4.0	-1.8	-0.9	0.2	2.5	2.3
NC(=O)COC(=O)c1ccc2c(c1)S(=O)(=O)N=C1CCCCCN12	2.2	4.8	-1.7	-2.8	1.2	-0.2	0.0	-4.0	1.0
Cc1nnc(N2CCC(C(=O)N3CCCCC3)CC2)c2nn(-c3ccc(Cl)cc3)c(C)c12	8.9	-1.4	7.5	25.9	-3.0	2.0	0.2	-1.1	0.2
Cc1c(C(=O)N2CCc3ccccc32)oc2ccccc12	-4.1	3.3	-1.5	11.3	-0.4	2.5	-0.1	-2.0	1.2
O=C1c2ccccc2S(=O)(=O)N1Cc1nc2ccccc2s1	-9.4	0.3	-3.8	0.7	-2.8	-0.5	0.0	-14.6	-0.7
CCCn1c(SCC(=O)c2cc(C)n(-c3ccc4c(c3)OCO4)c2C)n[nH]c1=O	-9.7	8.3	13.9	-6.3	3.0	4.0	0.3	-17.0	3.6
CN(C)c1cccc(C(=O)NN2C(=O)NC3(CCCCC3)C2=O)c1	6.7	4.6	·	2.1	-2.3	2.8	-0.2	·	·
Cc1cc2oc(C(=O)NCc3ccccc3)cc(=O)c2cc1C	7.1	-1.0	9.1	-3.1	-0.8	1.4	0.0	1.4	-2.4
Nc1cc(=O)n(Cc2ccccc2)c(=O)n1-c1ccc(Cl)cc1	3.6	0.5	2.5	7.5	-3.9	-0.1	-0.1	0.0	-4.3
Cc1ccc2c(c1)N(CC(=O)N1CCCCC1c1cccnc1)C(=O)CO2 (stereo unspecified)	1.7	-0.1	-0.6	-1.9	-4.8	2.8	-0.2	18.2*	2.2
Cc1ccc(S(=O)(=O)N2CCN(c3ncnc4ccccc34)CC2)cc1	4.3	-4.2	·	-2.4	-1.5	2.2	0.0	·	·
NC(=O)Nc1ccc(C(=O)OCC(=O)c2c[nH]c3ccccc23)cc1	5.2	16.4	·	-7.4	·	·	0.3	·	·
NS(=O)(=O)c1ccc2c(c1)C1C=CCC1C(C1CC=CCC1)N2 (stereo unspecified)	-3.5	-4.4	65.0*	-13.0	10.6	2.9	0.3	2.6	5.1
COc1ccc(CCNS(=O)(=O)c2ccc(-n3cnnn3)cc2)cc1OC	-2.6	21.6	3.6	-2.3	-3.3	-1.9	-0.1	1.6	2.2
CC(C)(C)C(=O)NC(n1cnc2c(N3CCOCC3)ncnc21)C(Cl)(Cl)Cl (stereo unspecified)	4.3	4.0	-0.8	1.6	3.4	0.8	0.0	-1.1	-1.6
O=C(Nc1ccc(S(=O)(=O)Nc2nccs2)cc1)c1cc(-c2ccncc2)nc2ccccc12	2.4	-4.7	76.0*	3.9	27.5*	-0.4	-0.1	11.5	42.7*
